EBV gp42 inh – Epstein-Barr virus gp42 inhibitors, primary screen, biochemical, uHTS, fluorescence polarization; Fluorescence polarization binding assay, mP read-out; inhibition, % (tested at 21.74 µM); 220,000 tested, 0.42% active; AID 1085, 2008; in the data active = inhibition above about 50%
Target sequence (Q1HVG2 whole entry, looked up): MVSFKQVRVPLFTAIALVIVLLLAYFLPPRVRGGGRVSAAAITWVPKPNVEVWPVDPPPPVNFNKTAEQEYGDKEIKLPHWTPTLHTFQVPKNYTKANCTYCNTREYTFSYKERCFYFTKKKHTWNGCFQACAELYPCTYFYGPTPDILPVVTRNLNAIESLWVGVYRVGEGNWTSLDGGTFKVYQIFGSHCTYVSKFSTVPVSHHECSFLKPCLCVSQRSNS
PPC-1+TRAIL kill – compounds killing PPC-1 cancer cells with TRAIL present, primary screen, TRAIL potentiator project, ATPLite luminescence, uHTS | PPC-1 cells + TRAIL, ATPLite viability luminescence | cell killing (% activity), % at 4 µM | 220,000 tested, 0.41% active | AID 1443, 2008;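 active = cell killing above 50% in the first pass at 4 µM, then a duplicate retest at 5 µM averaging 50% or more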;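 note: plate controls were cells with TRAIL plus DMSO for no effect and medium-only wells lacking cells for full effect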
NCF1 inh – p47phox/p22phox peptide binding inhibitors, primary screen, biochemical, uHTS, NADPH oxidase regulatory subunit; Neutrophil cytosol factor 1 (Homo sapiens), P14598; fluorescence polarization, 2 h; inhibition, % at 24.7 µM; 220,000 tested, 0.53% active;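 active = inhibition above about 30%, limit read from the data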;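 note: 0% = p47phox with labelled peptide and 100% = labelled peptide alone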
Mdm2 ligase inh – MDM2-luciferase reporter signal enhancers, primary screen, MDM2 E3 ligase inhibitor project, cell-based, luminescence, 1536-well; E3 ubiquitin-protein ligase Mdm2 (Homo sapiens), Q00987; cell-based MDM2 ubiquitination luciferase reporter, 2 h; 0 = plate control, 100 = twice control, blank-subtracted; 210,000 tested, 0.11% active; signal enhancement, % at 5 µM; AID 1230, 2008;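 active = signal enhancement of 30% or more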;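 note: luminescence tracks abundance of the self-degrading MDM2-luciferase fusion protein; higher signal means inhibition of MDM2 E3 ligase activity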
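Material: Stable MDM2–luciferase fusion reporter cells | Amount: 2000 cells seeded into each well | Dosing: One concentration, 5 µM, with 0.2% DMSO | Incubation: 4 h cell settling then 2 h compound exposure, 37 °C | Measured by: Luciferase luminescence | Read-out basis: % enhancement relative to plate controls after blank subtraction | Benchmarks: Control and blank well means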
TNF necrop inh – inhibitors of TNF-alpha triggered necroptosis, primary screen, cell-based, Jurkat FADD-/-, single concentration. AID 463075, 2010. activation (protection from cell death), % at 10 µM. 220,000 tested, 0.068% active. Jurkat FADD-/- TNF necroptosis rescue, ATP luminescence, 24 h; 0 = TNF only, 100 = no-TNF cells;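 active = activation, meaning protection from cell death, of at least 50% relative to plate controls; inactive = activation below 50%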;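 note: necroptosis triggered by 40 ng/mL TNF-alpha added together with compound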
TRPN1 ag – zebrafish TRPN1 channel agonists, primary screen, cell-based, HEK293, calcium fluorescence; 220,000 tested, 0.18% active; activation, % at 3 µM; HEK293 zebrafish TRPN1-YFP, Fluo-8 calcium fluorescence; 100% = response to 87 µM carbachol; transient receptor potential cation channel N1 (TRPN1/NompC), Danio rerio;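 active = activation above its plate's cutoff, the mean activation of test wells on that plate plus 3 SD, cut at about 19% in these data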;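 note: 0% = DMSO alone and 100% = 87 µM carbachol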
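System: zebrafish TRPN1-YFP in HEK293 cells / Dosing: 3 µM single point / Timing: dye loading 1 h at 37 °C, then 30 min room temperature / Signal: Fluo-8 calcium fluorescence, excitation 470-495 nm, emission 515-575 nm / Read-out basis: percent activation from peak over basal fluorescence ratio, control-normalized / Control set: high carbachol 87 µM, low DMSO alone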
TRPML3 ag – human TRPML3 channel agonists, primary screen, cell-based, HEK293 TRPML3-YFP, Fluo-8 calcium fluorescence, 3 µM | activation, % at 3 µM | 100% = the carbachol control signal | 220,000 tested, 0.29% active;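 active = activation above its plate's cutoff, the mean activation of the plate's test wells plus 3 SD, cut at about 12% in these data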;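 note: 0% = DMSO only wells and 100% = carbachol wells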
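Test system – HEK293 line with stable expression of human TRPML3-YFP channel · Control set – carbachol 87 µM final as high control (100%), DMSO as low control (0%) · Signal – Fluo-8 calcium dye fluorescence, ex 470-495, em 515-575 nm · Incubation – 1-h 37 °C dye load, 5-s basal, 120-s post-compound reads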
Runt-SMMHC FRET – inhibitors of RUNX1 Runt–CBFb-SMMHC binding, primary screen, biochemical, FRET, Cerulean-Runt, Venus-CBFb-SMMHC, uHTS; Runt-related transcription factor 1 (Homo sapiens) + Core-binding factor subunit beta …; Cerulean-Runt/Venus-CBFb-SMMHC FRET ratio 530/480, 1 h; inhibition, % at 20 µM; 220,000 tested, 0.74% active; AID 1434, 2008;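 active = mean inhibition across duplicate retests at 20 µM reaching about 50%, limit read from the data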;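 note: 0% = DMSO wells and 100% = wells with excess untagged CBFb-SMMHC; inhibitors lower the FRET ratio by blocking Runt binding to CBFb-SMMHC; some results filed as inactive read as strong as hits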
Target sequence (Q01196 whole entry, looked up): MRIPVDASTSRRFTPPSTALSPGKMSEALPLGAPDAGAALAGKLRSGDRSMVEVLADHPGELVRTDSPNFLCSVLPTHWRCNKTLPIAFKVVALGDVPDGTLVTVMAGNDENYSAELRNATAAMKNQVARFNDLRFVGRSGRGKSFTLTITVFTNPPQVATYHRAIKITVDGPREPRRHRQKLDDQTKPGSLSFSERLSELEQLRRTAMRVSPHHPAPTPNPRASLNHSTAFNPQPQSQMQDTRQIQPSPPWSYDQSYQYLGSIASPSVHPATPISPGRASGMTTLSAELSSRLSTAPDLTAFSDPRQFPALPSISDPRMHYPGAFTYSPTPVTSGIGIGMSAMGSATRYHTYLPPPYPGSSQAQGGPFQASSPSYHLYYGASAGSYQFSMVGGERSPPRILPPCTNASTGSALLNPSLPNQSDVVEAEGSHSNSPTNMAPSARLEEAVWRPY
Target sequence (Q13951 whole entry, looked up): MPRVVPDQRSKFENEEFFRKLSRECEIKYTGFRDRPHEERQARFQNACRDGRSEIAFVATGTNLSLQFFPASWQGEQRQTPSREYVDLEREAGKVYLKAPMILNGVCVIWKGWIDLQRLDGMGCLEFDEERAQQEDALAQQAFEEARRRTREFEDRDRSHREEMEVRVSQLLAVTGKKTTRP
CHOP inhibitor – inhibitors of CHOP promoter induction, primary screen, cell-based, unfolded protein response, luciferase reporter. CHO-K1 CHOP-promoter luciferase, tunicamycin-induced, 15-18 h. inhibition, % at 10 µM. 220,000 tested, 3.8% active. AID 2732, 2010;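 active = compounds that reduced the stress-induced luciferase reporter signal by more than about 70% of percent inhibition, limit read from the data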;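 note: 0% = tunicamycin plus vehicle and 100% = wells without tunicamycin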
Starred values were filed as active, the others as inactive. Some of the compounds tested, so the mix of outcomes need not match the whole.

What do the screens show for `CCOC(=O)c1c(/N=C/C2C(=O)NC(=S)NC2=O)sc2c1CCC2`?
EBV gp42 inh: -96.3; PPC-1+TRAIL kill: 9.1; NCF1 inh: -87.2; Mdm2 ligase inh: -4.3; TNF necrop inh: -2.1; TRPN1 ag: 4.1; TRPML3 ag: 2.3; Runt-SMMHC FRET: 28.2; CHOP inhibitor: 47.5

How did CCOCCN1CCC(OC(C)=O)C(C)C1 (stereo unspecified) do in these assays?
EBV gp42 inh: -13.9; PPC-1+TRAIL kill: 15.0; NCF1 inh: 6.0; Mdm2 ligase inh: -3.1; TNF necrop inh: 0.3; TRPN1 ag: -0.4; TRPML3 ag: 0.4; Runt-SMMHC FRET: -2.7; CHOP inhibitor: 17.2

What do the screens show for `O=C(N/N=C/c1c(O)n(Cc2ccccc2)c(=O)[nH]c1=O)c1ccncc1`?
EBV gp42 inh: -14.1; PPC-1+TRAIL kill: 2.7; NCF1 inh: -10.2; Mdm2 ligase inh: -17.0; TNF necrop inh: 2.9; TRPN1 ag: 1.5; TRPML3 ag: 1.0; Runt-SMMHC FRET: 9.0; CHOP inhibitor: 5.4

How did Cc1ccc(/C=C2\C(=O)NC(=O)N(CCc3ccc(F)cc3)C2=O)o1 do in these assays?
EBV gp42 inh: -21.1; PPC-1+TRAIL kill: 25.3; NCF1 inh: -160.8; Mdm2 ligase inh: -0.9; TNF necrop inh: 1.5; TRPN1 ag: 1.3; TRPML3 ag: 2.7; Runt-SMMHC FRET: 3.6; CHOP inhibitor: 104.7*

Results for C/C(=N\NC(=O)c1ccncc1)c1c(O)n(-c2ccccc2)c(=O)[nH]c1=O ?
EBV gp42 inh: 0.5; PPC-1+TRAIL kill: -1.9; NCF1 inh: -7.0; Mdm2 ligase inh: 0.7; TNF necrop inh: 2.5; TRPN1 ag: 0.8; TRPML3 ag: 0.4; Runt-SMMHC FRET: -0.1; CHOP inhibitor: -2.3

How did Cc1ccc(/C=C2/C(=O)NC(=O)N(Cc3ccc(F)cc3)C2=O)o1 do in these assays?
EBV gp42 inh: -22.1; PPC-1+TRAIL kill: 6.9; NCF1 inh: -107.6; Mdm2 ligase inh: 4.3; TNF necrop inh: 4.2; TRPN1 ag: 7.2; TRPML3 ag: 2.5; Runt-SMMHC FRET: 6.5; CHOP inhibitor: 89.2*

How did O=C(c1cc2nc(-c3ccccc3)cc(-c3ccccc3)n2n1)N1CCC2(CC1)OCCO2 do in these assays?
EBV gp42 inh: -5.1; PPC-1+TRAIL kill: 22.6; NCF1 inh: 4.1; Mdm2 ligase inh: 8.1; TNF necrop inh: -3.0; TRPN1 ag: -0.4; TRPML3 ag: 0.4; Runt-SMMHC FRET: -2.9; CHOP inhibitor: 13.2

How did CCn1cc(C(=O)N2CCCCC2)c2ccccc21 do in these assays?
EBV gp42 inh: -8.8; PPC-1+TRAIL kill: -1.2; NCF1 inh: -4.7; Mdm2 ligase inh: 0.5; TNF necrop inh: -0.7; TRPN1 ag: -2.0; TRPML3 ag: -1.3; Runt-SMMHC FRET: 5.0; CHOP inhibitor: 12.2

How did O=C(N/N=C/c1c(O)n(CCc2ccc(F)cc2)c(=O)[nH]c1=O)c1ccccc1 do in these assays?
EBV gp42 inh: 0.6; PPC-1+TRAIL kill: 13.6; NCF1 inh: -19.7; Mdm2 ligase inh: -5.0; TNF necrop inh: 0.4; TRPN1 ag: 0.6; TRPML3 ag: 0.6; Runt-SMMHC FRET: 3.1; CHOP inhibitor: 10.1

Results for COc1ccc(C(c2c(O)c3ccccc3oc2=O)c2c(C)n(C)n(-c3ccccc3)c2=O)cc1 (stereo unspecified) ?
EBV gp42 inh: 1.0; PPC-1+TRAIL kill: -12.6; NCF1 inh: -5.9; Mdm2 ligase inh: 8.4; TNF necrop inh: 2.4; TRPN1 ag: 0.1; TRPML3 ag: 0.3; Runt-SMMHC FRET: -3.4; CHOP inhibitor: -12.6

How did Cc1cccc2c1N(N=O)CCC2 do in these assays?
EBV gp42 inh: -9.3; PPC-1+TRAIL kill: 13.6; NCF1 inh: -16.5; Mdm2 ligase inh: -4.5; TNF necrop inh: 1.0; TRPN1 ag: 1.2; TRPML3 ag: 0.8; Runt-SMMHC FRET: 17.1; CHOP inhibitor: -6.6

How did CCCCn1c(O)c(C(CC)=Nc2ccc(OCC)cc2)c(=O)[nH]c1=O do in these assays?
EBV gp42 inh: 1.3; PPC-1+TRAIL kill: 14.0; NCF1 inh: -1.6; Mdm2 ligase inh: 0.7; TNF necrop inh: -1.3; TRPN1 ag: -1.0; TRPML3 ag: -0.5; Runt-SMMHC FRET: 3.0; CHOP inhibitor: 90.5*

Results for COc1ccc(/C=N/N=C(/N)N[N+](=O)[O-])c(OC)c1 ?
EBV gp42 inh: 7.9; PPC-1+TRAIL kill: 5.1; NCF1 inh: -14.4; Mdm2 ligase inh: -11.6; TNF necrop inh: -9.1; TRPN1 ag: -0.8; TRPML3 ag: 0.1; Runt-SMMHC FRET: 2.8; CHOP inhibitor: 16.8

How did Nc1nonc1C(=O)N/N=C/c1ccc([N+](=O)[O-])o1 do in these assays?
EBV gp42 inh: 5.1; PPC-1+TRAIL kill: 21.9; NCF1 inh: 1.9; Mdm2 ligase inh: -12.5; TNF necrop inh: -14.1; TRPN1 ag: 2.0; TRPML3 ag: 1.5; Runt-SMMHC FRET: -4.5; CHOP inhibitor: 16.4

Results for COc1ccc(C(=O)C2CCCN(Cc3cccc(C)n3)C2)c(OC)c1 (stereo unspecified) ?
EBV gp42 inh: -0.2; PPC-1+TRAIL kill: -1.9; NCF1 inh: -14.1; Mdm2 ligase inh: 3.6; TNF necrop inh: 2.3; TRPN1 ag: 1.1; TRPML3 ag: 1.0; Runt-SMMHC FRET: 0.5; CHOP inhibitor: 6.4

Results for Nc1nc(SCCC(F)=C(F)F)n[nH]1 ?
EBV gp42 inh: -2.5; PPC-1+TRAIL kill: -8.3; NCF1 inh: -5.4; Mdm2 ligase inh: -0.5; TNF necrop inh: -0.3; TRPN1 ag: 0.1; TRPML3 ag: 0.8; Runt-SMMHC FRET: 2.6; CHOP inhibitor: 4.5

How did CC(=O)OC1N=C(c2ccccc2Cl)c2cc(Br)ccc2N(C)C1=O (stereo unspecified) do in these assays?
EBV gp42 inh: -14.8; PPC-1+TRAIL kill: -1.0; NCF1 inh: -6.7; Mdm2 ligase inh: -12.3; TNF necrop inh: -1.6; TRPN1 ag: 0.9; TRPML3 ag: 0.0; Runt-SMMHC FRET: 0.3; CHOP inhibitor: 18.0

Results for O=C(Cn1nc(-c2ccccc2)ccc1=O)N1CCC2(CC1)OCCO2 ?
EBV gp42 inh: -1.0; NCF1 inh: -12.1; Mdm2 ligase inh: -11.6; TNF necrop inh: 0.9; TRPN1 ag: -0.5; TRPML3 ag: 1.4; Runt-SMMHC FRET: -7.9; CHOP inhibitor: 0.1

How did CCCCCP(=O)(O)c1ccccc1 do in these assays?
EBV gp42 inh: -13.9; PPC-1+TRAIL kill: 7.2; NCF1 inh: -8.9; Mdm2 ligase inh: -11.2; TNF necrop inh: -1.0; TRPN1 ag: 1.5; TRPML3 ag: 0.6; Runt-SMMHC FRET: -1.9; CHOP inhibitor: -13.1

Results for CCN(c1ccc(C(O)(C(=O)OC)C(F)(F)F)cc1)S(=O)(=O)c1ccccc1 (stereo unspecified) ?
EBV gp42 inh: -17.1; PPC-1+TRAIL kill: 15.1; NCF1 inh: -1.7; Mdm2 ligase inh: -12.8; TNF necrop inh: 0.7; TRPN1 ag: 0.9; TRPML3 ag: -0.2; Runt-SMMHC FRET: 0.0; CHOP inhibitor: 56.9

How did COCCOC(=O)C1=C(N)Oc2c(c(=O)oc3ccccc23)C1c1ccncc1 (stereo unspecified) do in these assays?
EBV gp42 inh: -15.7; PPC-1+TRAIL kill: 16.7; NCF1 inh: -8.2; Mdm2 ligase inh: 4.5; TNF necrop inh: 0.0; TRPN1 ag: 1.4; TRPML3 ag: 0.8; Runt-SMMHC FRET: -0.8; CHOP inhibitor: 37.0

Results for CCOC(=O)[C@@]1(C#N)C(c2ccc(Cl)c(Cl)c2)[C@H](C(N)=O)N2C=C(C(C)=O)C=C[C@H]21 (stereo partly specified) ?
EBV gp42 inh: 101.6*; PPC-1+TRAIL kill: 7.2; NCF1 inh: -21.6; Mdm2 ligase inh: -7.8; TNF necrop inh: -0.2; TRPN1 ag: 0.1; TRPML3 ag: 0.6; Runt-SMMHC FRET: 2.7; CHOP inhibitor: 15.9

Results for Nc1ccccc1C(=O)OCCOc1ccccc1 ?
EBV gp42 inh: 11.4; PPC-1+TRAIL kill: 20.8; NCF1 inh: -6.5; Mdm2 ligase inh: -59.2; TNF necrop inh: -5.7; TRPN1 ag: -1.5; TRPML3 ag: -0.5; Runt-SMMHC FRET: 2.7; CHOP inhibitor: 3.9

How did O=[N+]([O-])c1ccc(N2CCNCC2)cc1NC1CC1 do in these assays?
EBV gp42 inh: -0.3; PPC-1+TRAIL kill: 25.1; NCF1 inh: 6.2; Mdm2 ligase inh: 6.1; TNF necrop inh: -1.8; TRPN1 ag: 1.7; TRPML3 ag: -0.2; Runt-SMMHC FRET: -11.6; CHOP inhibitor: 33.3

How did COc1ccc(OC)c(CN2CCCC(C(=O)c3sccc3C)C2)c1 (stereo unspecified) do in these assays?
EBV gp42 inh: -9.0; PPC-1+TRAIL kill: 9.0; NCF1 inh: -7.9; Mdm2 ligase inh: -15.0; TNF necrop inh: 3.2; TRPN1 ag: -1.7; TRPML3 ag: -0.3; Runt-SMMHC FRET: 1.0; CHOP inhibitor: -1.1

Results for CC(C)n1nnnc1CN1CCN(C)CC1 ?
EBV gp42 inh: -16.4; PPC-1+TRAIL kill: 1.2; NCF1 inh: -14.1; Mdm2 ligase inh: -4.1; TNF necrop inh: 0.7; TRPN1 ag: 0.0; TRPML3 ag: 0.9; Runt-SMMHC FRET: -6.2; CHOP inhibitor: -0.6

Screens: PubChem, several laboratories
